Bioassay records (PubChem)
E-sel TNF inh: blocks E-selectin expression induced by TNF alpha | 120,000 compounds, 0.71% hits | inhibition, % at 2 µM | HUVEC TNFa-induced E-selectin immunofluorescence, high content;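 active = inhibition above the batch mean plus 3 SD, and confirmed as a hit on visual image review, cut at about 43% in these data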;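 note: 0% = TNF-stimulated DMSO wells and 100% = unstimulated control wells; not every result past the cut was called active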
An asterisk follows results filed as active. These rows are one share of the data, so the mix of outcomes need not match the whole.

SMILES	E-sel TNF inh
CC[N+]1(CC)CC2=Cc3ccccc3CC2C1 (stereo not drawn)	-31.0
CCN(CC)CCNC(=O)c1sc2ncn(CC(=O)Nc3ccc(C)c(Cl)c3)c(=O)c2c1C	-19.3
Cc1ccc(OC(C)C(=O)N/N=C/c2ccccn2)cc1 (stereo not drawn)	-11.0
COc1ccc(CN2C(=O)NC3(CCCc4ccccc43)C2=O)cc1F (stereo not drawn)	4.8
Cc1cccc(NC(=S)NCCc2ccc3c(c2)OCCO3)c1C	-13.3
CCCCN(CC(=O)NC(C)(C)C)C(=O)C(=O)Nc1ccc2c(c1)OCCO2	-8.6
CSc1ncccc1C(=O)OCC(=O)NCc1ccc2c(c1)OCO2	-24.3
CC(C)(C)NC(=S)Nc1cccc(C(F)(F)F)c1	22.0
NC(=O)c1ccccc1	-12.6
CCc1nnc(NC(=O)CSc2ccc(-c3cccs3)nn2)s1	-15.9
NS(=O)(=O)c1ccc(CCNC(=O)/C=C/c2cccc([N+](=O)[O-])c2)cc1	-1.5
COc1ccccc1CCc1nnc(CCC(=O)NCC[C@@H]2C[C@@H]3C=C[C@H]2C3)o1	-23.5
Cc1cc(OC(=O)c2ccc(S(=O)(=O)N3CCCCC3)cc2)c([N+](=O)[O-])c(=O)[nH]1	-28.4
CCN1CCCC1CNC(=O)C(=O)NCc1ccccc1 (stereo not drawn)	6.5
COc1cc(OC)c(C2=Nc3ccc(Br)cc3C(c3ccccc3)N2CC(=O)NN)cc1OC (stereo not drawn)	27.6
Cc1[nH]c2ccc(F)cc2c1CCN(Cc1ccncc1)C(=S)Nc1cccc(F)c1	-25.0
CN(C)CCNc1c(N)c(=O)oc2ccccc12	25.9
COc1cccc2sc(N(CCCN(C)C)C(=O)COc3ccc(Cl)cc3)nc12	-23.7
CC(C)(C)n1nc2c(c1NC(=O)c1cc3ccccc3o1)CS(=O)(=O)C2	-8.8
O=c1cc(N2CCc3ccccc32)[nH]c(=O)n1-c1ccc(Cl)cc1	-12.2
CN1CC(=O)N(CC(=O)Nc2ccc(SC(F)F)cc2)C1=O	-29.7
Cc1nc(N2N=C(c3ccc(Cl)cc3)CC2c2ccco2)sc1C(=O)N(C)C (stereo not drawn)	-24.7
CC(C)n1cc(/C=C2/NC(=O)NC2=O)c2ccccc21	-0.6
CCC(CC)NC(=O)COc1ccc(OC)cc1C=O	16.7
CN(C(=O)c1ccccc1C(=O)OCC(=O)NCc1cccs1)C1CCCCC1	-10.6
CNc1ccccc1C(C)(C)c1cc(C)[nH]n1	15.6
O=C(NCc1cccnc1)c1ccc(Cn2c(=S)[nH]c3ccc(Br)cc3c2=O)cc1	0.8
COc1ccccc1NC(=O)C1(c2ccccc2)CCCC1	-4.7
Cc1ccc(Cc2c[nH]c(=S)s2)cc1	-7.8
O=C(N/N=C/c1cc2c(cc1Br)OCO2)c1cccnc1	-20.6
COc1ccc(N2CCN(C(=O)COc3ncnc4ccccc34)CC2)cc1	-23.8
O=S(=O)(c1ccccc1)N1CCN=C1SCc1ccccc1	4.2
Clc1ccc(/C=C\c2nccc3c2[nH]c2ccccc23)cc1	-37.9
O=C(CCCCCNC(=O)c1ccccc1Cl)N/N=C/c1ccco1	1.0
CS(=O)(=O)N(CC(=O)N1CCCCC1)c1cccc(F)c1	-4.0
O=C(N/N=C/c1cc([N+](=O)[O-])ccc1O)C12CC3CC(CC(C3)C1)C2	-3.1
O=c1c2nnn(-c3cccc(F)c3)c2ncn1Cc1ccccn1	-13.7
CNC(=O)COC(=O)CCC(=O)c1ccc(Cl)cc1	-1.6
Nc1c([N+](=O)[O-])c(=O)sc2ccccc12	-18.4
O=C1CN(C(=O)COc2ccc(F)cc2Br)c2ccccc2N1	26.1

Continued (7 carried over from the part before).
SMILES	E-sel TNF inh
O=C(CCCCCNC(=O)c1ccccc1Cl)N/N=C/c1ccco1	1.0
CS(=O)(=O)N(CC(=O)N1CCCCC1)c1cccc(F)c1	-4.0
O=C(N/N=C/c1cc([N+](=O)[O-])ccc1O)C12CC3CC(CC(C3)C1)C2	-3.1
O=c1c2nnn(-c3cccc(F)c3)c2ncn1Cc1ccccn1	-13.7
CNC(=O)COC(=O)CCC(=O)c1ccc(Cl)cc1	-1.6
Nc1c([N+](=O)[O-])c(=O)sc2ccccc12	-18.4
O=C1CN(C(=O)COc2ccc(F)cc2Br)c2ccccc2N1	26.1
Cc1occc1-c1nnc(SCC(=O)Nc2ccccn2)o1	-15.2
Cc1ccc2nc(Cl)c3cc(C(=O)N(CCN(C)C)Cc4ccco4)sc3c2c1	-15.9
O=C(O)c1ccc2c3c(cccc13)C(=O)N(c1cccc3ccccc13)C2=O	-23.8
C/C(=N\NC(=O)Cn1ccc(C(F)(F)F)n1)c1ccco1	3.9
Cc1sc(NC(=O)Cn2cnnn2)nc1-c1ccc(Cl)cc1	-56.0
COc1ccc(O)c(CNn2c(-c3ccc(Br)cc3)nc3ccccc3c2=O)c1	9.7
Cc1ccc(C(=O)Nc2nnc(C)s2)cc1	-8.5
COc1ccc(/C=N/Nc2ccc(C(=O)O)cc2)cc1Br	6.5
CC(C)OCC1Cn2c(nc3c2c(=O)n(C)c(=O)n3C)O1 (stereo not drawn)	-25.3
CCn1c(C)nc2cc(C(=O)NNC(=O)c3ccc(Cl)nc3)ccc21	-22.1
COc1ccc(OCC(=O)Nc2ccccc2-c2ccccc2)cc1	-3.2
Cc1ccc(S(=O)(=O)NCC2CCC(C(=O)NCc3cccs3)CC2)cc1 (stereo not drawn)	-5.3
COc1ccc(C2C(C(=O)N3CCN(c4ccccn4)CC3)CCC(=O)N2c2cc(OC)c(OC)c(OC)c2)cc1 (stereo not drawn)	-32.5
CCNC(=O)COC(=O)c1ccc(-n2nc(C)cc2C)cc1	-4.6
COc1ccc(NCC(=O)N2CCCC2)cc1Cl	10.9
O=S(=O)(NCCCN1CCOCC1)c1ccc2c(c1)OCCO2	-20.8
O=C(CSc1nnc(-c2ccccn2)n1Cc1ccccc1)N1CCOCC1	-43.5
Cc1ccc(N2CCN(C(=S)Nc3ccccc3)CC2)cc1	-16.0
N#Cc1ccccc1NC(=O)Nc1ccccc1	-12.0
c1ccc(CNc2nc(-c3cccs3)nc3ccccc23)nc1	-20.6
Cc1cccc(-c2c(O)cc(=O)[nH]c2Cl)c1	5.7
O=C(Nc1ccccc1Br)c1ccc(OC(=S)N2CCOCC2)cc1	17.1
O=C1CCCC(=O)N1c1ccc(NCCOCCO)c([N+](=O)[O-])c1	-5.5
O=C(O)CC(CNS(=O)(=O)c1cccc2nsnc12)c1ccccc1 (stereo not drawn)	11.0
N/C(Cc1ccc([N+](=O)[O-])cc1)=N\OC(=O)C1CCCCC1	-2.0
O=S(=O)(Nc1nccs1)c1ccc(Br)cc1	-15.7
O=C(NN1CCOCC1)c1ccc(S(=O)(=O)N2CCCCC2)cc1	22.5
Cc1cccc(N2CCN(C(c3ccncc3)c3nnnn3C(C)(C)C)CC2)c1C (stereo not drawn)	15.2
O=C(CSc1ncccn1)N/N=C/c1ccccc1[N+](=O)[O-]	-34.4
CC(C)N(Cc1ccccc1)C(=S)NCc1ccccc1	33.6
CCN1CCN(C(=O)c2ccccc2Nc2ccc(SC(F)F)cc2)CC1	-11.2
O=[N+]([O-])c1ccc(S(=O)(=O)NCCN2CCOCC2)cc1	-13.2
COc1ccc([N+](=O)[O-])cc1NC(=O)c1cccs1	-24.3
O=C(c1ccccn1)N(c1ccccc1)C1(C(=O)NC2CCCCC2)CCCCC1	0.6
CCOc1ccccc1NC(=O)NC(=O)N(C)S(=O)(=O)c1ccc(C)cc1	-23.1
O=Cc1ccc2cccnc2n1	-23.6
O=C(O)c1cc(-c2cccs2)[nH]n1	-13.7
CC1CC(C)CN(C(=O)COC(=O)c2cccc([N+](=O)[O-])c2)C1 (stereo not drawn)	11.4
COc1ccc(N2CCN(Cc3nc(-c4ccccc4)no3)CC2)cc1	-9.2
Cc1cccc(C(=O)NCC(c2ccco2)N(C)C)c1 (stereo not drawn)	1.3
CCN1CCN(CC(=O)c2cc(Cl)ccc2Cl)CC1	16.1
CCOC(=S)SCc1cn2cccc(C)c2n1	6.5
CC1=NNC(=O)C1CCC(=O)N/N=C/c1ccco1 (stereo not drawn)	-2.1
O=C(CCCN1C(=O)/C(=C/c2cccs2)SC1=S)NNC(=O)c1ccncc1	-36.6
Cc1cc(F)ccc1NC(=O)c1cnccn1	-12.7
COc1cnc(-c2ccccn2)nc1Sc1ccc(C)cc1	-31.9
O=C(Nc1ccc(O)cc1C(=O)O)c1cccs1	-38.5
CCc1nnc(NC(=O)CSc2nc3cc(OC)c(OC)cc3cc2C)s1	4.7
CC(=O)N(CN1C(=O)c2ccc([N+](=O)[O-])cc2C1=O)c1cccc(C(=O)O)c1	-36.9
O=S(=O)(Cc1cc(N2CCOCC2)nc(-c2ccccn2)n1)c1ccccc1	-2.8
O=C(O)/C=C/C(=O)Nc1ccc(C(=O)c2ccccc2)cc1	4.1
Cc1ccc(NS(=O)(=O)c2ccc(C(=O)OCC(=O)Nc3cc(C)on3)cc2)cc1	-16.3
COC(=O)C1=C(C)NC(=O)NC1c1ccc(OC(=O)c2ccco2)cc1 (stereo not drawn)	4.1
CCN(C(=O)CSc1nc2ccccc2c(=O)n1CCOC)C1CCS(=O)(=O)C1 (stereo not drawn)	1.6
CC(C)CCN1CCN(Cc2cc(F)ccc2-n2cccn2)CC1CCO (stereo not drawn)	-3.5
CCc1ccc(C(C(=O)NC2CCCCC2)N(C(=O)c2ccccn2)c2cccnc2)cc1 (stereo not drawn)	-3.9
CC(C)=CCN1CCN(Cc2ccc(C)s2)CC1CCO (stereo not drawn)	20.6
CCNC(=S)N/N=C/c1ccc(C#N)cc1	-9.5
COc1cnc(-c2ccccn2)nc1Sc1ccc(F)cc1	-7.3
O=C(O)c1ccc2nc(-c3ccco3)c(-c3ccco3)nc2c1	15.0

Continued, starting with the last 3 of the part before.
SMILES	E-sel TNF inh
CCNC(=S)N/N=C/c1ccc(C#N)cc1	-9.5
COc1cnc(-c2ccccn2)nc1Sc1ccc(F)cc1	-7.3
O=C(O)c1ccc2nc(-c3ccco3)c(-c3ccco3)nc2c1	15.0
CSc1ccc(C(=O)C2CCCN(S(=O)(=O)c3c(C)noc3C)C2)cc1 (stereo not drawn)	-13.8
COc1cccc2cc(C(C)N(CCCN3CCOCC3)C(=S)Nc3c(C)cccc3C)oc12 (stereo not drawn)	-6.9
Cc1ccc(S(=O)(=O)N2CCN(C(=O)N(C)C)CC2)cc1	12.2
COc1ccc(C(=O)Nc2ccc(S(=O)(=O)NC(C)=O)cc2)cc1[N+](=O)[O-]	-11.8
COc1ccc(NC(=O)c2cc3nc(-c4ccccc4)cc(C)n3n2)cc1OC	1.0
NS(=O)(=O)c1cccc(NC(=O)COC(=O)COc2ccc3ccccc3c2)c1	7.3
O=C(N/N=C/c1coc2ccccc2c1=O)c1cc(O)cc(O)c1	-6.1
COc1ccc(NC(=O)NNC(=O)CCC(=O)Nc2ccccc2Cl)cc1	9.6
CC(=O)Nc1ccc(-c2csc(Nc3ccc(S(N)(=O)=O)cc3)n2)cc1	4.2
COc1cc(NS(=O)(=O)c2ccc(NC(=O)CN3C(=O)c4ccccc4C3=O)cc2)nc(OC)n1	-5.1
NC(=O)C1CCN(CC(=O)NC2CCCc3ccccc32)CC1 (stereo not drawn)	-19.6
Cc1nc(N2CCC(C(N)=O)CC2)c2c(-c3cccs3)csc2n1	-2.3
Cc1cc(C)nc(SCC(=O)NN)n1	-14.5
Cc1cc(C)nc(NC(=O)CSc2nccc(C)n2)n1	-27.4
CN(C)S(=O)(=O)c1ccc(C(=O)N2CCN(S(=O)(=O)c3cccs3)CC2)cc1	15.1
Cc1c(Cl)cn2c(=O)cc(CN3CCN(c4ccccc4)CC3)nc2c1Cl	-82.6
Cc1ncsc1CCC(=O)N1CCCC(C(=O)c2cccc(Cl)c2)C1 (stereo not drawn)	12.7
CCn1c(C2CCN(Cc3ccccc3)CC2)n[nH]c1=S	11.2
COc1ccccc1/C=C/CN1CCC(CO)(Cc2ccccc2)CC1	-2.5
CCCN1C(=O)/C(=C/c2ccc(C)o2)NC1=S	6.6
CC(C)c1ccccc1NC(=O)COC(=O)COc1ccccc1[N+](=O)[O-]	-26.6
O=C(CC(NC(=O)c1ccccc1)c1ccccc1)Nc1ccc(F)c(F)c1 (stereo not drawn)	-9.0
O=C(C[N+]1(CC#Cc2ccccc2)CCOCC1)c1ccc(Cl)cc1	-39.3
CS(=O)(=O)N(CC(=O)NC1CCCC1)Cc1ccc(F)cc1	35.5
COCCSc1nnc(NC(=O)C2CC(=O)N(c3ccccc3)C2)s1 (stereo not drawn)	-9.1
CCC(C)(C)NC(=O)C(c1ccc(OC)cc1)N(CCOC)C(=O)CCC(=O)Nc1nccs1 (stereo not drawn)	-20.0
Cc1cc(N(CN2CCCC2=O)C(=O)c2ccc(OC(C)C)cc2)no1	-0.4
CC(C)c1cc(C(=O)N2CCCC(CCC(=O)NCc3ccccc3F)C2)n(C)n1 (stereo not drawn)	-32.5
CC(C)[C@H](NC(=O)c1ccco1)C(=O)OCC(=O)Nc1cccc(F)c1	-29.2
Cc1ccccc1C(C(=O)NC1CCCCC1)N(C(=O)CNC(=O)c1ccco1)c1cccnc1 (stereo not drawn)	-36.6
Cc1ccc(Cl)c2c1=NC(=O)C=2c1[nH]c(=S)[nH]c1O	-2.1
C=CCNC(=O)NC(=O)COC(=O)C(C)Oc1ccc(Cl)cc1Cl (stereo not drawn)	4.6
CC(=O)N1N=C(c2ccc(C)cc2)OC1c1ccc(Br)cc1 (stereo not drawn)	-10.3
CCc1c(C)c(C#N)c2nc3ccccc3n2c1NCc1ccccn1	0.8
CN1C(=O)NC(c2ccc(O)cc2)C2=C1CN(c1cccc3ccccc13)C2=O (stereo not drawn)	-12.3
Clc1ccc2oc(-c3ccccc3)cc(=NCCCN3CCOCC3)c2c1	20.0
O=C(CS(=O)(=O)c1ccc(Cl)cc1)NCCS(=O)(=O)c1ccc(Cl)cc1	-2.5
CCCc1nc(N2CCN(S(=O)(=O)c3ccc(Cl)cc3)CC2)c2c(C)c(C)sc2n1	1.3
